LAP4-GFP MLPCN = modulators of LAP4-GFP expression in yeast, primary screen, S. cerevisiae, multiplex flow cytometry, MLPCN library; 3 h; median GFP as percent of DMSO wells; GFP response vs DMSO, % at 10 µM; actives 0.34% (n = 320,000);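 active means GFP response vs DMSO above a set limit, about the screen mean plus 3 SD, cut at about 150% in these data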
MEP2 TOR yeast = modulators of MEP2-GFP levels in yeast, primary screen, S. cerevisiae, multiplex flow cytometry, MLPCN library; S. cerevisiae MEP2-GFP strain, 3 h; 100% = DMSO control level; actives 0.51% (n = 330,000); GFP response vs DMSO, % at 10 µM;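 active means GFP response versus DMSO above a set limit, roughly screen mean plus 3 SD, cut at about 180% in these data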;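 further: median GFP fluorescence of the barcode-gated MEP2-GFP cells per well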
AHR act = AHR activators, primary screen, cell-based, luminescence, luciferase reporter, human | actives 2.5% (n = 320,000) | AHR-responsive luciferase reporter cells | activation, % at 5 µM; in the data active means activation above about 47%;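 further: 0% = vehicle wells and 100% = reference agonist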
AGP1 TOR yeast = modulators of AGP1-GFP expression in yeast TOR pathway, primary screen, cell-based, multiplex flow cytometry, S. cerevisiae, MLPCN library; actives 0.02% (n = 320,000); 3 h; GFP as percent of DMSO wells; GFP response vs DMSO, % at 10 µM;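 active means GFP response relative to DMSO above a set limit, near screen average plus 3 SD, cut at about 150% in these data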;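 further: median GFP channel fluorescence of the gated AGP1 strain per well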
proCasp3 act = activators of human procaspase-3 D3A mutant, primary screen, biochemical, absorbance, PC-3 D3A mutant, single concentration | AID 463141, 2010 | actives 0.11% (n = 330,000) | activation, % at 8.5 µM | recombinant procaspase-3 D3A, Ac-DEVD-pNA absorbance 405 nm | Caspase-3 (Homo sapiens), P42574;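 active means activation above the mean of all tested compounds plus 3 SD, cut at about 21% in these data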;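 further: 0% = DMSO alone and 100% = DMSO wells spiked with extra 5 µM PC-3 D3A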
Target sequence (P42574 whole entry D9A/D28A/D175A): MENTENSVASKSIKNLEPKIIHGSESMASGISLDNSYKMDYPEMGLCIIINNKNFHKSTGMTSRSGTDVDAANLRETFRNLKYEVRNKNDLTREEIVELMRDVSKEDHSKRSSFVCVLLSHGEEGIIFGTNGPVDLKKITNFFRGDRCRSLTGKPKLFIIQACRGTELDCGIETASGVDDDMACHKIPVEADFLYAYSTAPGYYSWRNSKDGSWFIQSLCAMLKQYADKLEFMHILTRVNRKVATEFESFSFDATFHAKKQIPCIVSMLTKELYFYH
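Evaluation: percent activation relative to control range; Material: Procaspase-3 D3A mutant, all three cleavage aspartates alanine; Compound: single dose, 8.5 µM nominal compound, 0.8% DMSO; Replication: one well per compound; Signal: absorbance at 405 nm, 0 and 120 min; Schedule: 1 h preincubation plus 2 h reaction at 25 °C.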
RPL19A TOR yeast = RPL19A-GFP expression modulators in yeast, primary screen, cell-based, S. cerevisiae, multiplex flow cytometry, MLPCN; S. cerevisiae RPL19A-GFP strain, 3 h; active compounds read low; percent response vs DMSO, % at 10 µM; actives 0.3% (n = 330,000);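 active means percent response vs DMSO below 50%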;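 further: median channel GFP fluorescence of the barcoded RPL19A-GFP strain; ratio of sample median GFP to plate DMSO average so 100% = DMSO; lower means less RPL19A-GFP as with rapamycin TOR inhibition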
proCasp7 act = procaspase-7 activators, primary screen, counter-screen for procaspase-3 activator project, biochemical, absorbance, HTS, human | Caspase-7 (Homo sapiens), P55210 | recombinant procaspase-7, Ac-DEVD-pNA absorbance 405 nm; D23A/D198A/D206A triple mutant, cannot self-cleave; scale: DMSO 0, 5 µM enzyme 100 | activation, % at 8.5 µM | actives 0.093% (n = 330,000);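 active means percent activation above the screen-wide mean plus 3 SD, cut at about 25% in these data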
Target sequence (P55210 whole entry D23A/D198A/D206A): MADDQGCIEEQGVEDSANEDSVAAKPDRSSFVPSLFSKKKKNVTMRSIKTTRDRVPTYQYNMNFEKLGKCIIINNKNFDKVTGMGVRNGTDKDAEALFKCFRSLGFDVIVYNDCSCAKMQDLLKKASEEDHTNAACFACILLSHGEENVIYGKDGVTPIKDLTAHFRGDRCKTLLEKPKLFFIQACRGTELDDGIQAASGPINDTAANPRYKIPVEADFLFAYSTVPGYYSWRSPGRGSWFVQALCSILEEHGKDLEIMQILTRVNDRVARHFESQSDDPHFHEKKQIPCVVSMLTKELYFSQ
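Assay system: Uncleavable procaspase-7 mutant enzyme / Input: 2 µM procaspase-7 mutant as dispensed / Dosing: single nominal 8.5 µM compound dose, 0.8% DMSO final / Timing: 1 h enzyme–compound preincubation and 2 h substrate reaction, both 25 °C / Detection: p-Nitroaniline absorbance at 405 nm, read at 0 and 120 min / Replication: singlicate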
CIT2 TOR yeast = modulators of CIT2-GFP expression in yeast, primary screen, S. cerevisiae, GFP fusion, multiplex flow cytometry, MLPCN library. S. cerevisiae CIT2-GFP strain, 3 h; 100 means same as DMSO wells. actives 0.065% (n = 320,000). GFP response vs DMSO, % at 10 µM;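 active means GFP response relative to DMSO above a set limit, near the screen mean plus 3 SD, cut at about 150% in these data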;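 further: ratio of well median GFP fluorescence to mean of DMSO wells on the plate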
* marks the source's active call; other numbers are inactive results; . = no result given; [ ] = another dose, or the depositor's remark.

SMILES	LAP4-GFP MLPCN	MEP2 TOR yeast	AHR act	AGP1 TOR yeast	proCasp3 act	RPL19A TOR yeast	proCasp7 act	CIT2 TOR yeast
CC(=O)c1c(OC(=O)c2ccco2)c2ccccc2n1C	106	102	3	91	-4	97	1	88
O=C(CN1CCOCC1)Nc1ccccc1Sc1ccccc1	95	93	-1	97	6	96	2	92
CC1(c2ccccc2)NC(=S)N2C1NC(=S)N2c1ccccc1 (stereo unspecified)	99	100	-3	105	0	99	-4	94
CCOc1ccccc1NC(=O)c1cc(S(=O)(=O)N2CCOCC2)ccc1C	89	94	6	90	-4	103	-3	87
CN(C)CCC(=O)N1c2ccccc2Sc2ccc(C(F)(F)F)cc21	106	107	-2	100	0	100	-4	102
C/C(=N\O)C(=O)NCCCn1ccnc1	98	100	5	100	7	104	-3	100
CN(CC(=O)Nc1ccc(F)cc1)C(=O)COC(=O)c1ccc(=O)n(Cc2ccccc2)n1	99	102	-1	98	15	98	1	105
O=C(Nc1ccccc1)Nc1ccccc1C(=O)NCc1ccccc1	108	110	21	116	-1	105	2	110
Cc1nc(C(F)(F)F)c(C(=O)N=CN(C)C)s1	95	96	1	78	-1	92	-9	94
c1ccc(CN2CCN(C3CCCSc4ccccc43)CC2)cc1 (stereo unspecified)	102	107	-1	103	2	102	0	106
C1CNCCOCCNCCN1	96	102	3	103	-5	103	7	102
O=C(O)c1[nH]c2ccc(Cl)cc2c1CCN1C(=O)c2ccccc2C1=O	106	107	7	98	-1	101	-5	103
CCCCCOc1ccc(CSc2n[nH]c(C)n2)cc1	110	102	4	90	1	87	4	98
CSc1ncccc1C(=O)N1CCCC(CCC(=O)NCc2ccccc2F)C1 (stereo unspecified)	100	100	-2	103	-2	101	6	102
CC(=O)Nc1ccc(SCC(=O)c2cc(C)n(-c3ccccc3)c2C)cc1	96	98	-11	100	-14	101	-10	91
COc1ccc(Cl)cc1NC(=O)CCCNC(=O)c1ccc(Cl)cc1	84	97	17	88	6	103	2	77
O=C(CN1C(=O)COc2ccccc21)Nc1ccc(F)cc1	107	92	-1	101	5	105	-3	98
CCN1CCN(CC(O)COCc2cc(OC)c(OC)c(OC)c2)CC1 (stereo unspecified)	96	100	-1	96	-1	98	-1	98
C=CCC(O)(CC=C)C(C)N (stereo unspecified)	93	99	3	98	-4	98	12	97
Cc1csc(=Nc2c(C)n(C)n(-c3ccccc3)c2=O)n1Cc1ccccc1	105	104	2	103	1	97	-7	102
C/C(=C\C(=O)O)C12CC3CC(CC(C3)C1)C2	102	94	3	91	6	111	8	78
CCOC(=O)CN(C#N)c1nc(C)cc(C)n1	89	99	1	93	2	94	7	96
CC1CCCCN1C(=O)C1COc2ccccc2O1 (stereo unspecified)	98	105	3	100	2	107	-4	95
Cc1occc1C(=O)Nc1cc(S(=O)(=O)N2CCOCC2)ccc1OC(C)C	97	107	-2	95	-5	96	7	93
O=C(CCN1C(=O)c2ccccc2C1=O)C1=NN[C@@H]2C(=O)N(c3ccc4c(c3)OCO4)C(=O)[C@H]12	101	99	5	101	0	95	-12	94
New compounds follow
SMILES	LAP4-GFP MLPCN	MEP2 TOR yeast	AHR act	AGP1 TOR yeast	proCasp3 act	RPL19A TOR yeast	proCasp7 act	CIT2 TOR yeast
CC1(CC(=O)O)SC(=O)NC1=O (stereo unspecified)	108	104	0	103	2	102	-2	112
Cc1ccccc1S(=O)(=O)c1c(C)cc(-c2ccccc2)[nH]c1=O	92	101	1	93	1	93	1	89
Nc1nnc(-c2ccccc2)c(-c2ccccc2)n1	103	94	2	97	-2	94	3	94
O=C1N=C(N2CCCCC2)S/C1=C\c1ccncc1	.	109	7	.	-14	104	4	.
COc1ccc(C(=O)CSc2nnc(NC(=O)C3CC(=O)N(c4cccc(OC)c4)C3)s2)cc1 (stereo unspecified)	105	106	-5	102	8	103	-3	95
N#Cc1c(Cl)nsc1NN	100	101	10	103	-20	100	-26	97
CCOC(=O)Nc1ccc(OC)cc1S(=O)(=O)N1CCCCC1	87	92	8	86	-1	92	6	90
Cc1ccc2cc(CCNC(=O)c3ccc4c(c3)OCO4)c(=O)[nH]c2c1	98	101	30	100	-5	98	3	96
O=C(CCl)Nc1cc(S(=O)(=O)N2CCCCCC2)ccc1Cl	91	106	-2	102	4	100	-4	99
Cc1ccc(S(=O)(=O)NCc2ccc(C(=O)NCc3cccnc3)cc2)cc1	104	96	6	98	9	100	-2	97
COc1ccc(N(CC(O)CN2CCOCC2)S(=O)(=O)c2ccccc2)cc1 (stereo unspecified)	88	95	-2	96	-1	99	13	94
O=C(CSc1nnc2n1CCCN2)c1ccc(Cl)cc1	91	98	6	105	1	100	9	101
COc1cc(OC)cc(-c2cc3nc(C)c(CCC(=O)NCc4ccccc4)c(C)n3n2)c1	102	98	-7	97	-2	95	-10	96
CN(Cc1ccccc1)c1nc2c(c(=O)[nH]c(=O)n2C)n1CCCSc1ncccn1	104	108	8	99	2	96	-3	97
O=C(COc1ccccc1C(=O)c1cnn(-c2ccccc2)c1)Nc1ccc2ccccc2c1	112	120	16	109	5	104	-2	96
CCN1CCN(C(=S)c2ccc(O)cc2)CC1	107	111	1	123	-9	108	-25	94
O=C(O)c1ccc(-n2nnnc2SCc2ccccc2)cc1	100	109	-1	102	-5	99	-6	108
COc1ccc(-n2c(NN)nc3sc4c(c3c2=O)CCCC4)cc1	107	107	2	99	1	106	-4	100
O=C(CSc1ncnc2c1cnn2CCO)Nc1cccc(C(F)(F)F)c1	107	152	-4	104	15	107	2	111
Cc1cccn2c(=O)c(/C=C(\C#N)S(=O)(=O)c3ccccc3)c(N3CCN(Cc4ccccc4)CC3)nc12	95	102	0	84	-5	95	7	99
COc1ccc(OC)c(S(=O)(=O)Nc2cc3c4c(c2)CC(=O)N4CCC3)c1	99	105	1	115	-6	102	-6	107
CC(NC(=O)COC(=O)C1CCCCC1)c1ccccc1 (stereo unspecified)	101	104	0	101	11	97	16	111
Cc1cc(C)n(S(=O)(=O)c2cc(C(=O)O)c(Cl)cc2Cl)n1	95	99	-1	100	-3	99	-4	96
Cc1nn(CC(=O)N2CCN(c3ccccc3)CC2)c(=O)c2cccn12	105	89	-2	101	-2	98	1	121
COc1cc(CNc2cccc(C(=O)O)c2)cc(Br)c1OCC(=O)NC(C)(C)C	87	110	-2	91	5	102	-7	101
(more compounds)
SMILES	LAP4-GFP MLPCN	MEP2 TOR yeast	AHR act	AGP1 TOR yeast	proCasp3 act	RPL19A TOR yeast	proCasp7 act	CIT2 TOR yeast
Cc1ccc(-n2cc(CN(C)CCc3cn[nH]c3)c(-c3cccc(C)c3)n2)cc1	96	108	-2	101	-9	104	-6	104
COc1ccc(/C=C/C(=O)N2CC(C)OC(C)C2)cc1OC (stereo unspecified)	91	98	5	97	0	99	-3	102
COc1ccc(NC(=O)CSc2nnc3c4c(nc(-c5ccccc5)n23)CC(C)(C)OC4)cc1	91	107	109*	95	6	105	-1	107
Cc1ccc(CNC(=O)CCC(=O)Nc2nnc(C(C)C)s2)cc1	103	99	1	103	6	101	5	103
O=C(Nc1ccc(N2CCOCC2)cc1N1CCOCC1)c1ncoc1-c1cccc(F)c1	103	106	5	101	10	103	6	110
C/C(=N\NC(=O)c1cccc(N/N=C(\C)c2cc(O)ccc2O)c1)c1cc(O)ccc1O	88	104	15	98	-3	100	-3	104
COc1ccc2nc(Nc3nc(-c4ccncc4)cs3)sc2c1	105	103	107*	97	5	97	-3	96
CC1CCCN(C(=O)c2cc3ccccc3cc2O)C1 (stereo unspecified)	95[may fluoresce green]	92[may fluoresce green]	14	100[may fluoresce green]	-2	94[may fluoresce green]	0	103[may fluoresce green]
Cc1cc(C)cc(OCC(=O)N2N=C(c3cccnc3)CC2(O)C(F)(F)F)c1 (stereo unspecified)	124	112	9	111	3	94	16	103
c1ccc(-c2nc3c4ccccc4ccn3c2CN2CCCCC2)cc1	107	101	13	112	9	102	6	102
COc1ccc(NC(=O)C2CC(=O)n3ncnc3N2)cc1 (stereo unspecified)	111	109	2	.	-1	94	-10	96
Cc1ccc(/C=N/Nc2cn[nH]c(=O)n2)o1	101	104	22	109	12	105	-5	102
Cc1ccc(S(=O)(=O)N2CCC(C(=O)NCCc3ccccc3)CC2)cc1	104	101	1	100	4	103	-3	106
C(=N\Nc1ccc2nncn2n1)/c1ccccn1	108	97	2	108	3	104	3	100
